SUMO Mot1 rescue: yeast Mot1-301 growth rescue at high temperature, primary screen, SUMOylation pathway inhibitor project, S. cerevisiae, ATP luminescence, 38.5C; growth rescue, % at 18.8 µM; S. cerevisiae Mot1-301 growth rescue; percent above DMSO median, 100 means doubled; AID 2716, 2010; 320,000 tested, 1% active;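 active means every valid replicate shows activation above 250% relative to neutral control wells; inactive means the rest, any valid replicate at or below 250%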;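 further: OY570 slx delta 5 strain wells were the positive control but not used for scaling; some compounds called inactive have numbers as strong as hits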
phage Ecoli inh: growth loss of phage-infected E. coli, primary screen, RecBCD inhibitor project, absorbance, with phage, HTS; inhibition, % at 11.9 µM; 360,000 tested, 0.26% active; in the data active means inhibition above about 11%
HTR5A inv ctr: HTR5A inverse agonists in luminescence cell assay, primary screen, counter-screen for OPRM1-OPRD1 heterodimer inverse agonist project, full-deck HTS | 5-hydroxytryptamine receptor 5A (Homo sapiens), P47898 | HTR5A cell line, inverse agonism | inhibition, % at 9.3 µM | 340,000 tested, 0.083% active | AID 504634, 2011; in the data active means inhibition mostly above about 23%, no sharp cut-off; inactive means mostly below about 18%;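 further: 0% = cells with DMSO and 100% = no-cell wells with DMSO; some compounds called inactive have numbers as strong as hits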
Target sequence (P47898 whole entry, looked up): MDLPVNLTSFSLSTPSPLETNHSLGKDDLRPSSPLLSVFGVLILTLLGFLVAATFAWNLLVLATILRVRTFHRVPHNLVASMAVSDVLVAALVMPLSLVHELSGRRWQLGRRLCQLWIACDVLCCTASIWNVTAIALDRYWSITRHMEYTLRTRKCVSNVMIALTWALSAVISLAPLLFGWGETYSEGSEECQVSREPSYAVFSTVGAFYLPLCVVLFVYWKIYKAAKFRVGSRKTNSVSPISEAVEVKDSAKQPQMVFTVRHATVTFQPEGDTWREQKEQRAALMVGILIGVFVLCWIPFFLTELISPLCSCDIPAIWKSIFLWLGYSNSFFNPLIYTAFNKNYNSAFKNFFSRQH
Tat export inh: E. coli Tat export inhibitors, primary screen, MC4100, TorA-mCherry reporter, fluorescence, single point | inhibition, % at 10 µM | 340,000 tested, 0.036% active;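 active means mean replicate inhibition at least 50% and at least half of replicates individually reaching 50%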;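 further: exported cargo escapes ClpAP degradation while cytoplasmic cargo is degraded and loses fluorescence; 0% = median of neutral control wells and 100% = median of NaSCN control wells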
AddAB inh: growth inhibition of E. coli expressing H. pylori AddAB, primary screen, AddAB inhibitor project, absorbance. 330,000 tested, 0.29% active. AID 435030, 2010. inhibition, % at 11.9 µM; in the data active means inhibition above about 12%;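 further: 0% = vehicle wells of infected cells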
PKA-R1A activ: activators of PKA-R1A holoenzyme, primary screen, biochemical, fluorescence polarization, Cy5-IP20, bovine R1A, mouse PKAc; cAMP-dependent protein kinase type I-alpha regulatory subunit (Bos taurus) + …; PKA-R1A dissociation; scaled: DMSO 0%, 113 µM cGMP 100%; activation, % at 11.4 µM; 340,000 tested, 0.083% active; AID 504707, 2011;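 active means percent activation above the mean of all tested compounds plus 3 SD, cut at about 19% in these data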;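 further: higher means more PKAc released from R1A so a rise in polarization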
DAGLB inhibitor: DAGLB lipase inhibitors, primary screen, biochemical, fluorescence, HTS | HEK293T DAGLB membrane lysate, EnzChek fluorogenic substrate | 340,000 tested, 0.059% active | inhibition, % at 5.17 µM | Diacylglycerol lipase-beta (Homo sapiens), Q8NCG7 | AID 504411, 2011; in the data active means inhibition above about 34%;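 further: 0% = enzyme with vehicle and 100% = wells lacking enzyme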
PKA-R2B activ: activators of PKA-R2B holoenzyme, primary screen, biochemical, fluorescence polarization, Cy5-IP20, human | cAMP-dependent protein kinase catalytic subunit beta (Homo sapiens) + cAMP-dependent … | PKA-R2B holoenzyme dissociation; R2B truncated from residue 108, S112A mutant; 0% DMSO only, 100% 113 µM cGMP | activation, % at 11.4 µM | 340,000 tested, 0.079% active;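 active means activation above a cutoff set at the mean over all compounds plus 3 SD, cut at about 18% in these data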;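 further: higher means more holoenzyme dissociation and a rise in polarization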
Target sequence (P31323 whole entry, looked up, other chains not shown, the tested form may be a part): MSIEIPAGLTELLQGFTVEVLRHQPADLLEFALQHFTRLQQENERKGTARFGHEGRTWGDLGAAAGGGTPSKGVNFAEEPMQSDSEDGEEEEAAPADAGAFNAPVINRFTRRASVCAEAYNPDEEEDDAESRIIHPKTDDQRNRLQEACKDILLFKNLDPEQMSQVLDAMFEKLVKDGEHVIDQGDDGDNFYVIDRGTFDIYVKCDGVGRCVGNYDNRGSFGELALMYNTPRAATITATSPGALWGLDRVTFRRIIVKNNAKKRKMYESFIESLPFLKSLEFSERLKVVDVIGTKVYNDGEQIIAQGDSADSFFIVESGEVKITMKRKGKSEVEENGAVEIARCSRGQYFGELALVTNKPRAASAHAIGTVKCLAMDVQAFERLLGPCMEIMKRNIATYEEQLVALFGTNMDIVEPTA
CDK5 inh: inhibitors of human CDK5/p35 kinase, primary screen, biochemical, single concentration; inhibition, % at 10 µM; 330,000 tested, 0.01% active; Recombinant CDK5/p35, ADP-Glo luminescence, 60 min; Cyclin-dependent kinase 5 (Homo sapiens) + Cyclin-dependent kinase 5 activator 1 (Homo …;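 active means highest replicate inhibition of at least 50% and at least 75% of replicates reaching 50%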;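 further: plate controls were DMSO neutral control for no effect and GW8510 at 10 µM for full effect; many of its hits are not listed in these tables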
Ecoli viability: E. coli V3065 growth inhibition, primary screen, counter-screen for AddAB inhibitor project, absorbance, OD600; 330,000 tested, 0.27% active; AID 449728, 2010; inhibition, % at 11.9 µM; 18 h;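 active means inhibition above the campaign's mean inhibition across all tested compounds plus 3 SD, cut at about 9.9% in these data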;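 further: uninfected addAB+ strain grown without phage in ampicillin broth; 0% = DMSO wells and 100% = ciprofloxacin 0.95 µg/ml wells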
HTR5A ag: HTR5A agonists in luminescence cell assay, primary screen, counter-screen for OPRM1-OPRD1 heterodimer agonist project, full-deck HTS; activation, % at 9.3 µM; 5-hydroxytryptamine receptor 5A (Homo sapiens), P47898; 340,000 tested, 0.61% active; cell-based; in the data active means activation mostly above about 9.5%, no sharp cut-off; inactive means mostly below about 7.6%;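 further: 0% = cells with vehicle only and 100% = reference agonist; strong numbers were not always called active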
* hit, by the source's call; . = no result given. Random draw from the library. Share with any hit: about 2.3%.

SMILES	SUMO Mot1 rescue	phage Ecoli inh	HTR5A inv ctr	Tat export inh	AddAB inh	PKA-R1A activ	DAGLB inhibitor	PKA-R2B activ	CDK5 inh	Ecoli viability	HTR5A ag
Cc1ccc2nc3sc(C(=O)Nc4c(C)[nH]c(=O)[nH]c4=O)c(N)c3cc2c1	-3	2.6	-3	-13	1.4	-18	0	-6	-6.9	0.0	4
O=C(O)/C=C/c1cn(-c2ccccc2)nc1-c1cc2ccccc2oc1=O	-9	-0.1	-1	2	0.8	-8	2	-9	-1.4	0.8	0
Cc1cc(CNC[C@H]2O[C@@H](n3cnc(C(N)=O)n3)[C@H](O)[C@@H]2O)c(C)n1-c1cccnc1	.	0.9	-2	6	.	1	-2	-17	0.2	.	1
CCc1sc(C(=O)NCc2ccco2)cc1Br	2	1.2	-7	-5	0.8	7	-1	5	0.3	1.5	2
O=C(NC1CC1)C1=C[C@@H](C2CCCCC2)C[C@@H](OCc2ccc(CO)cc2)O1	3	-2.1	2	-5	2.5	-5	-1	1	-2.6	-0.3	-2
O=C(Nc1ccccc1)c1cc(-c2ccccc2Cl)no1	13	4.5	-12	-4	3.2	2	-7	1	1.4	0.2	0
CC(=O)Nc1cccn(Cc2c(Cl)cccc2Cl)c1=O	-1	4.1	11	-5	2.2	-7	0	-4	-0.3	-2.0	1
CCOC(=O)c1ccccc1NC(=O)c1c(O)c2ccccc2n(CC)c1=O	-6	2.0	13	-2	1.6	3	-10	-2	0.4	-1.4	2
Cc1c(OC(C)C(=O)N2C[C@H]3C[C@@H](C2)c2cccc(=O)n2C3)ccc2c3c(c(=O)oc12)CCCC3 (stereo not given in full)	684*	1.4	5	-11	6.7	3	0	4	-1.8	1.7	-1
CC(C)C[C@@H]1CN=C(N)N1C[C@@H]1CCCN1C[C@@H](C(C)C)N1C[C@@H](Cc2ccccc2)N(CCCC2CCCC2)C1=N	.	0.9	9	10	1.9	-9	0	-11	0.8	0.7	-3
CCN1CCC2(CCN(C(=O)c3cc(COc4cc(C)ccc4C)on3)C2)C1 (stereo not given)	-8	-0.8	-26	3	0.2	-8	-1	5	0.4	0.4	0
Cn1cnc([N+](=O)[O-])c1Nc1ccccc1O	562	-1.3	-5	-1	3.7	3	0	9	0.9	2.3	2
O=C(CSc1nnc2c(n1)[nH]c1ccccc12)Nc1cccc(S(=O)(=O)N2CCOCC2)c1	-2	-2.5	-19	0	-0.7	-7	2	-3	-3.4	0.8	9
CCOc1ccccc1N1CCN(C(=O)c2ccc(-c3ccc(OC(C)=O)cc3)cc2)CC1	60	1.9	2	2	-1.4	9	3	-7	-2.1	-1.6	-1
COC(=O)c1c(C)[nH]c(C(=O)OCC(=O)NCC(C)C)c1C	-3	1.3	2	12	2.7	-4	-2	-10	0.6	1.5	1
CN(C)c1nc(-c2ccccc2)nc(-c2ccc(Cl)cc2)c1C#N	11	0.4	-9	4	1.5	4	-2	-6	1.6	1.0	-3
O=C(OCc1ccccc1Cl)c1ccc(-n2cnnc2)cc1	13	-0.2	18	-2	1.1	-9	-1	-10	-1.5	-1.9	2
O=C(CN1CCN(Cc2ccc3c(c2)OCO3)CC1)Nc1ccc2c(c1)OCO2	12	4.0	14	9	1.0	-2	1	-12	1.6	0.1	1
Cc1c(Br)c(C(N)=O)nn1C	3	1.2	-17	-6	-0.3	11	1	7	0.1	-2.3	4
COc1ccc(Br)cc1/C=C\C(=O)NCc1cccnc1	-2	-0.5	5	-1	0.0	2	-2	-2	-1.9	-0.4	-2
O=C(NCCN1CCCCCC1)C1CCN(S(=O)(=O)N2CCOCC2)CC1	.	2.0	-25	-11	-0.2	-4	1	0	-1.2	-0.1	10
COc1cc(C2NC(=O)NC(c3ccccc3)=C2C(C)=O)c(Br)c(Br)c1O (stereo not given)	0	-1.0	-3	11	-0.1	-1	0	7	-0.2	0.6	1
CC(C)C(=O)NN1c2ccccc2CCc2ccccc21	4	-0.8	.	-5	-4.2	.	.	.	0.6	-0.9	.
O=C(NNC(=S)NC(=O)c1ccc(Br)cc1)c1ccc([N+](=O)[O-])cc1	1	-7.9	9	-4	-3.9	-1	10	2	2.3	1.4	4
COP(=O)(OC)c1nc(-c2cccc3ccccc23)oc1N1CCOCC1	-2	1.2	3	-6	1.9	-8	-5	1	-3.1	0.1	-1
O=C(Nc1ccnn1C1CCN(C/C=C/c2ccccc2)CC1)C1CCCC1	8	2.9	9	-12	2.3	-5	1	0	2.3	1.8	-3
C=CCNC(=O)c1c(N)n(-c2ccc3c(c2)OCO3)c2nc3ccccc3nc12	-7	0.0	-12	-7	-0.8	-1	-1	-8	1.1	-1.1	5
O=c1c2[nH]c3ccccc3c2ncn1Cc1ccccn1	-12	0.9	-12	-17	1.1	7	-1	-6	-0.2	1.9	3
COC(=O)c1cn(-c2ccc(F)cc2)c(=O)c2ccccc12	17	5.4	-6	-4	0.7	-1	-2	-3	-0.9	-0.8	2
CC(NC(=O)CC1CCCCC1)c1ccccc1 (stereo not given)	-13	-0.3	-13	-15	1.8	1	-1	2	-3.3	3.6	-3
COCCN(C(=O)COC(=O)COc1ccc(Cl)c(C)c1)c1c(N)n(Cc2ccccc2)c(=O)[nH]c1=O	-12	1.8	-20	5	0.4	-2	4	6	1.2	-0.2	2
CC1CCCCC12NC(=O)N(CC(=O)OCc1ccc(Br)cc1)C2=O (stereo not given)	29	1.8	6	3	2.6	4	-2	-14	-2.2	1.6	-2
O=C(O)CCC(=O)Nc1ccc(-c2csc(Nc3cccc4ccccc34)n2)cc1	64	1.2	4	1	-1.4	1	-4	-8	-3.6	-2.8	-1
CCOc1cc(S(=O)(=O)n2cnc(C)c2)ccc1Cl	-2	3.1	-4	1	-1.6	-6	0	-2	-2.1	-0.6	1
COc1ccc(CCNC(=O)c2ccc(N3CCCC3=O)cc2)cc1OC	12	3.3	-2	-10	1.5	-4	-1	-7	-1.4	-0.2	2
COc1ccc(-c2cc(Nc3ccccc3NC(=O)C(F)(F)F)n(CCC#N)n2)cc1	-14	2.2	29	0	2.7	-5	-1	-5	-0.1	-0.5	0
Cc1cc(C)nc(N2CCC(C(=O)NNC(=O)Cc3ccccc3)CC2)n1	51	0.9	1	5	2.5	-8	0	-4	1.0	-0.2	0
O=C(CCl)NC(=O)NC12CC3CC(CC(C3)C1)C2	104	1.7	7	-12	-2.1	-3	2	-3	0.7	-3.6	10
COC(=O)C(CC(=O)c1ccccc1)CC(=O)c1ccccc1	-2	1.0	5	0	3.0	-8	-1	2	-0.4	-1.2	-1
CCCCNc1c(-c2ccc(SC(C)CC)c(OC)c2)nc2ccc(C)cn12 (stereo not given)	14	2.4	-25	-2	1.1	-1	-7	-3	-0.7	3.2	9
O=C(c1ccccc1)C1CC=CCC1C(=O)c1ccccc1 (stereo not given)	.	2.1	-6	-1	.	-14	-4	-5	-1.6	.	2
O=C(N/N=C/c1sc(N2CCOCC2)nc1-c1ccccc1)c1cccc(S(=O)(=O)N2CCOCC2)c1	5	1.7	-8	3	0.2	-2	4	-12	-1.2	-1.5	3
NC(=S)n1[nH]c(-c2ccc([N+](=O)[O-])cc2)c(N=Nc2ccc(O)cc2)c1=O	33	4.9	-19	-8	11	-13	10	-1	3.4	17*	7
O=C(COC(=O)c1cncc(Br)c1)NC1CC1	23	2.5	5	-3	2.8	3	1	5	1.8	-2.3	-2
CC1CCc2c(sc(/N=C/N(C)C)c2C#N)C1 (stereo not given)	2	3.2	7	-9	4.8	-2	0	4	1.9	3.2	2
O=C(Nc1ccc(C(=O)NCc2ccccc2)cc1)C1=CSCCO1	-3	0.5	-15	-4	4.0	-2	1	-11	-1.3	1.3	4
Cc1ccc(C)c2[nH]c(=O)c(CN(CC3CCCO3)C(=O)NC3CCCCC3)cc12 (stereo not given)	-24	1.6	1	-6	-2.4	-4	3	-3	-1.2	-3.1	0
Cc1ccc(N=C2c3ccccc3C(=O)C2[N+](=O)[O-])cc1C (stereo not given)	8	1.9	16	-13	-2.2	0	1	1	-0.3	4.6	0
C/C(=N/NC(=O)C1COc2ccccc2O1)c1ccco1 (stereo not given)	-15	3.0	9	-1	2.3	-6	-2	-4	-1.1	2.0	2
Cc1c(C)c(C)c(CN2CCSCC2)c(C)c1C	3	3.8	-29	-14	1.0	3	-4	-3	-0.2	0.1	11
Additional compounds follow:
SMILES	SUMO Mot1 rescue	phage Ecoli inh	HTR5A inv ctr	Tat export inh	AddAB inh	PKA-R1A activ	DAGLB inhibitor	PKA-R2B activ	CDK5 inh	Ecoli viability	HTR5A ag
COc1ccccc1NC(=O)CCc1nc2ccccc2s1	227	2.4	5	0	0.7	-17	-1	-5	-3.7	-3.3	-2
CC1(C)CC(=O)C(C=NCCCn2ccnc2)=C(O)C1	-13	0.3	-4	-6	1.6	-1	3	6	-1.0	0.0	1
CC1CN(CCC(=O)Nc2ccc3c(c2)CCC3)CC(C)O1 (stereo not given)	-1	0.9	-14	-1	0.3	-1	-1	4	4.1	-2.1	6
COc1cc(C(=O)Nc2ccc(C(F)(F)F)cc2)ccc1OCC(=O)N1CCOCC1	.	3.7	-10	2	.	17	-1	4	-0.7	.	4
CC1(C)C2([N+](=O)[O-])CN3CC1([N+](=O)[O-])CN(C2)C3c1ccccc1 (stereo not given)	5	2.0	-10	-7	1.1	-1	0	-3	-0.2	-3.1	-1
Cc1ccc(-c2ccc(SCC(=O)c3ccccc3)nn2)cc1	18	6.5	-22	1	-1.4	-17	-5	-15	0.8	-1.6	4
CCCCOC(=O)c1ccc(NC(=O)Nc2ccc(OC)c(OC)c2)cc1	4	1.7	-15	0	-1.3	-5	-4	0	-0.5	0.7	5
O=C(Nn1cnc2ccccc2c1=O)c1c(F)cccc1F	-4	-0.5	7	-2	-3.5	-12	0	-2	0.7	-2.8	-2
Cc1scc(C(=O)NNC(=S)NCC2CCCO2)c1C (stereo not given)	288	0.8	-17	5	0.8	-6	-1	4	1.1	1.1	-5
COCCCNC(=S)NNC(=S)Nc1ccc(OC)cc1	-18	1.9	.	-9	0.8	.	.	.	0.3	4.0	.
Cc1cc(C(=O)NCCc2ccccc2)ccc1[N+](=O)[O-]	3	0.7	14	-1	2.7	-7	-3	-3	1.4	0.7	-3
